# M5 PAM = potentiates acetylcholine response at human M5 receptor; P08912; CHO-K1 hM5, Fluo-8 calcium, ACh EC20 PAM; 0% = ACh EC20, 100% = ACh EC100; activation, % at 3 µM; actives 0.3% (n = 360,000); AID 624038;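 active = activation above the run cutoff, the mean activation of all test compounds plus 3 SD, cut at about 18% in these data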
# Target sequence (P08912 whole entry, looked up): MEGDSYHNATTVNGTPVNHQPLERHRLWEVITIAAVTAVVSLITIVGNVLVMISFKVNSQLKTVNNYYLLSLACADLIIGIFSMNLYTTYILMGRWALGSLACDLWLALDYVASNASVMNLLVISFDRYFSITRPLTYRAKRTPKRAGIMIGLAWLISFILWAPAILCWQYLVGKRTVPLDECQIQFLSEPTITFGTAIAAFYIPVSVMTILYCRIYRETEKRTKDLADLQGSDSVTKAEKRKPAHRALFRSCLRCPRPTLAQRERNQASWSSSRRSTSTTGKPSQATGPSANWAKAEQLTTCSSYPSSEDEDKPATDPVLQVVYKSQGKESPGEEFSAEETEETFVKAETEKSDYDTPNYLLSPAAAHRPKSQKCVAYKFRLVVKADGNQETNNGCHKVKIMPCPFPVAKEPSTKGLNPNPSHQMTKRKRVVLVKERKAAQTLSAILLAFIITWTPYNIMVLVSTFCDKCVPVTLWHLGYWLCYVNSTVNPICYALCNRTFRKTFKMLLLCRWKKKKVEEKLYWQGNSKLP
#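 Measured by: Fluo-8 calcium fluorescence; material: human M5 receptor in CHO-K1 cells; schedule: Post-acetylcholine fluorescence recording 140 s; benchmarks: low control EC20 acetylcholine (0%), high control EC100 acetylcholine (100%); read-out: Max/basal fluorescence ratio as % of EC20–EC100 ACh window; compound: single dose, 3 µM nominal final test concentration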
# CHRM5 agonist = agonists of human muscarinic M5 receptor (CHRM5) | P08912 | activation, % at 3 µM | AID 624037 | actives 0.19% (n = 360,000) | CHO-K1 hM5 cells, Fluo-8 calcium fluorescence; 0% DMSO wells, 100% maximal acetylcholine response;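 active = activation above the run's mean over test compounds plus 3 SD, cut at about 23% in these data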;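 note: signal is peak over basal fluorescence ratio across the kinetic read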
# CHRM1 antagonist = human CHRM1 antagonism. P11229. CHO-K1 hM1, Fluo-8 calcium fluorescence, ACh EC80 antagonist. inhibition, % at 3 µM. actives 1.3% (n = 360,000);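 active = percent inhibition above its own plate's cutoff, namely the mean of that plate's compound wells plus 3 SD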;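 note: peak over basal fluorescence ratio during 140 s after agonist addition; 0% = ACh EC80 plus DMSO and 100% = DMSO alone without agonist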
# M4 antag = CHRM4 antagonism in calcium assay; P08173; inhibition, % at 3 µM; actives 0.73% (n = 360,000); CHO-hM4 cells, ACh EC80, Fluo-8 calcium fluorescence;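 active = inhibition above its plate's cutoff, the mean inhibition of sample wells plus 3 SD, cut at about 27% in these data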;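 note: 0% = acetylcholine EC80 with DMSO and 100% = DMSO without agonist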
# Target sequence (P08173 whole entry, looked up): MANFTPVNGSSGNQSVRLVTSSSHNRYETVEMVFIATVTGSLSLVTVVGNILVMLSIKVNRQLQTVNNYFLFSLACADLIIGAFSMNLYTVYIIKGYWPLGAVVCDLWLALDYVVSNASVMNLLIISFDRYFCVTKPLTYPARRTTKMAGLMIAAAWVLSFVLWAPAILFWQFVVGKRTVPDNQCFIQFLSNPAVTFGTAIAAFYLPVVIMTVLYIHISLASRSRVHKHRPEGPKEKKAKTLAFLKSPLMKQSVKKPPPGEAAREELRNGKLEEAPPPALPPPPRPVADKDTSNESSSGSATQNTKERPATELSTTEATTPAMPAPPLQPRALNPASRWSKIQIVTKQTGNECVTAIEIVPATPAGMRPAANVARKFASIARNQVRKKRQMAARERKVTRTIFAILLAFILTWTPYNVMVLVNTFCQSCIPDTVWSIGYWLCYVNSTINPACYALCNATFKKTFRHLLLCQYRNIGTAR
# M5 antag = CHRM5 antagonism in calcium assay; P08912; CHO-hM5 cells, Fluo-8 calcium fluorescence, ACh EC80; inhibition, % at 3 µM; actives 0.59% (n = 360,000);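 active = inhibition above a per-plate cutoff, the mean of that plate's test compounds plus 3 SD, cut at about 27% in these data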;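 note: 0% = acetylcholine EC80 with DMSO and 100% = DMSO without agonist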
# CHRM4 agonist = CHRM4 agonism in calcium assay | P08173 | CHO-K1 hM4/Gqi5, Fluo-8 calcium fluorescence; vehicle 0%, full acetylcholine response 100% | activation, % at 3 µM | actives 0.14% (n = 360,000) | AID 624127;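 active = activation above the run mean over all test wells plus 3 SD, cut at about 32% in these data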;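 note: peak over basal fluorescence ratio per well then scaled between controls; 0% = DMSO wells and 100% = acetylcholine at EC100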
# M1 PAM = human CHRM1 positive allosteric modulation; CHO-K1 hM1, Fluo-8 calcium fluorescence, ACh EC20; 0% = ACh EC20, 100% = maximal ACh; AID 588819; activation, % at 3 µM; P11229; actives 0.088% (n = 360,000); in the data active = activation above about 19%, passing the limit was not always enough
# CHRM1 agonist = human M1 muscarinic receptor agonism. P11229. CHO-K1 hM1, Fluo-8 calcium fluorescence, agonist mode; 0% DMSO, 100% acetylcholine EC100. activation, % at 3 µM. actives 0.33% (n = 360,000). AID 588814;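 active = activation above the run's mean compound activation plus 3 SD, cut at about 16% in these data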;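 note: peak over basal fluorescence ratio within a 140 s kinetic read after compound addition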
# TAAR1 ag = human TAAR1 agonism | Q96RJ0 | CHO RD-HGA16 TAAR1, Fluo-8 calcium fluorescence; vehicle wells 0%, saturating PEA agonist 100% | activation, % at 3 µM | actives 0.99% (n = 360,000);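 active = activation above the mean activation of all test compounds in the run plus 3 SD, cut at about 38% in these data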
#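 Test system: RD-HGA16 (CHO) cells co-expressing Gα16 and hTAAR1 | Doses: Single dose, 3 µM | Schedule: 17-24 h seeding, 75 min 37 °C dye, 30 min RT | Evaluation: % activation from peak over basal fluorescence ratio, DMSO-to-PEA scaled | Technique: Kinetic Fluo-8 calcium fluorescence | Benchmarks: Low control DMSO, high control PEA (EC100)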
# The depositor's hits bear a star; . = not tested or not shown. These rows are one share of the data; rates above refer to the full screens.
SMILES	M5 PAM	CHRM5 agonist	CHRM1 antagonist	M4 antag	M5 antag	CHRM4 agonist	M1 PAM	CHRM1 agonist	TAAR1 ag
CCOC(=O)c1ccccc1NC(=O)CN(c1ccccc1OC)S(C)(=O)=O	-13	1	19	-3	15	-1	-7	0	0
O[C@H]1CN(CC2CCCCC2)[C@@H](c2ccccc2)C[C@@H]1n1cc(C2CC2)nn1	5	0	-19	-8	-10	0	12	-5	0
NC(=O)CSc1nnc2ccc(-c3ccco3)nn12	3	0	-5	-2	-1	1	12	1	1
O=C(COc1ccc(F)cc1)N1CCc2ccccc2C1	1	0	9	4	4	0	-3	-5	6
Cn1c(SCC(=O)Nc2ccc3c(c2)OCCO3)nnc1C1CC1	2	-1	-6	9	8	0	7	-9	-3
CCn1nc(NC(=O)c2cccnc2)c2cc3cccc(C)c3nc21	14	1	5	-18	-3	3	-3	-3	9
COc1ccc(NC(=S)Nc2ccccc2OC)c(OC)c1	4	-6	-4	0	-8	1	5	-12	0
CC1=CSC2=NS(=O)(=O)CCN12	-2	-2	-16	4	8	0	9	-2	-1
CC(C)(C)n1nnnc1C(c1cccnc1)N(Cc1ccccc1)Cc1ccco1 (stereo unspecified)	-2	-4	-4	4	0	-2	8	2	0
O=C(O)CCC(=O)NNC(=O)CCC(=O)NCc1ccccc1	-1	0	-27	7	1	0	3	0	2
O=C(CCCc1nc(-c2ccc(Cl)cc2)no1)NC1CCCCC1	-2	5	4	13	-2	8	-3	-1	-1
CN(C)CCCOC(=O)N1c2ccccc2C=Cc2ccccc21	-17	-6	95*	67*	81*	9	-29	-10	8
COc1cc(CN2CCCN(C)CC2)cc([N+](=O)[O-])c1O	-3	1	7	5	9	1	-7	-2	-1
CCOC(=O)c1[nH]c(Cc2[nH]c(C(=O)OCC)c(C)c2CCC(=O)OC)c(CCC(=O)OC)c1C	-3	0	-9	3	3	-3	6	-6	17
CC(C)(C)c1nn(-c2ccccc2)c2[nH]c(=O)c(C=O)cc12	4	-2	11	7	9	0	-4	-2	5
CN(CC(=O)Nc1ccccc1Cl)C(=O)COC(=O)CCN1C(=O)C2CC=CCC2C1=O (stereo unspecified)	3	1	-9	-5	9	2	8	-1	4
C/C(=N\NC(=O)C1(C)CC1(Br)Br)c1ccc(NC(=O)C2CCC2)cc1 (stereo unspecified)	-6	-3	5	7	5	1	0	-8	14
CC1=C(C(=O)OCc2ccccc2)C(c2ccsc2)C(C#N)=C(N)O1 (stereo unspecified)	12	-3	-2	-3	-5	4	3	-2	7
COC(=O)c1cccc(NC(=O)c2ccc3c(c2)C(=O)N(CC2CCCO2)C3=O)c1 (stereo unspecified)	-12	-8	2	2	-3	5	-1	2	15
COC(=O)CCC(=O)OC1(C)C(=O)C2=CN(c3ccccc3)C(c3ccc(OC)cc3)=CC2=C(Br)C1=O (stereo unspecified)	-17	8	9	1	10	2	-10	-4	4
CC(C)(C)NC(=O)/C(=C/c1ccco1)c1ccccc1	0	-3	-14	6	-2	-1	7	-4	-2
O=C(Cc1ccc(Cl)cc1)Nc1ccc(S(=O)(=O)Nc2ncccn2)cc1	0	-4	-14	-3	4	0	9	-7	4
C1=CC2CC1CC2CN1CCN(c2ccccc2)CC1 (stereo unspecified)	-5	-12	7	21	6	2	-6	4	.
O=C(NCC(=O)N1CCN(c2ncccn2)CC1)c1ccccc1OC(F)F	13	5	-9	-2	5	2	7	0	1
O=C(N/N=C/c1ccccc1O)C(=O)N1CCCCCC1	10	-1	-9	-13	-7	1	4	-1	6
Cn1c(SCC(=O)Nc2ccc(F)cc2)nnc1C1CC1	0	-1	-13	-8	7	1	10	-2	1
O=C(Nc1ccc(Cl)cn1)c1ccccc1[N+](=O)[O-]	-3	-4	-6	1	-5	2	2	-4	1
C=CCOc1ccc(/C=C2/C(=N)N3N=C(CC(=O)N4CCCC4)SC3=NC2=O)cc1OC	-2	-4	7	8	13	1	1	-1	0
Cc1csc(NC(=O)c2ccc(COc3ccccc3)o2)n1	-7	-1	-1	9	16	11	-2	-4	3
COc1cc(/C=N/NC(=O)CN(CCc2ccccc2)S(=O)(=O)c2ccc(NC(C)=O)cc2)cc(OC)c1OC	-2	-2	-8	8	7	1	3	-2	1
Cc1onc(-c2ccccc2)c1C(=O)N1CCN(S(=O)(=O)c2ccc(OC(F)(F)F)cc2)CC1	-2	-2	3	-9	6	1	-1	-6	-1
COc1ccccc1N1CCN(c2ccc3cc(S(=O)(=O)N4CCCCC4)ccc3n2)CC1	-4	-6	-6	-8	4	1	5	-2	1
CCn1c(SCC(=O)c2ccc(O)c(O)c2)nnc1-c1ccccc1	1	3	5	6	-5	1	5	-2	1
CC(C)(C)c1cc(C(F)(F)F)nc(SCCCNC(=O)c2ccco2)n1	-4	-5	-26	-10	3	3	-2	-3	2
Cc1cc(C(=O)COC(=O)c2cnccn2)c(C)n1-c1ccc(Br)cc1	-9	-8	-15	6	12	5	5	-7	2
O=C(CSc1nc2ccccc2c(=O)n1CCCN1CCOCC1)NC12CC3CC(CC(C3)C1)C2	9	-5	-10	5	-9	2	6	-7	13
CC(C)(C)NC(=O)CSc1nncn1NCc1cccc2ccccc12	-1	-1	6	1	7	4	2	-2	7
CC(C)n1[nH]c2ccccc2c1=O	11	1	-30	-3	-1	1	7	-3	0
CCN(CC(=O)Nc1ccccc1C(F)(F)F)C(=O)c1ccccc1Sc1ccccc1C#N	-9	0	-6	-7	8	6	6	-2	4
Cc1nn(CC(=O)NC(=O)c2ccccc2)c(C)c1[N+](=O)[O-]	0	0	-8	-9	11	0	23	1	25
NNC(=O)COc1ncn(-c2ccccc2)n1	0	1	-4	9	0	0	3	-2	6
COc1cccc(/C=C/C(=O)c2cccc([N+](=O)[O-])c2)c1	6	-14	-8	-11	5	1	8	-6	-1
Cc1cc(C)cc(N(CC(=O)N2CCN(c3ccccc3)CC2)S(=O)(=O)c2c(C)noc2C)c1	-5	1	6	3	4	1	-3	-1	-3
CC(=O)c1cccc(S(=O)(=O)N2CCC(C(=O)OC3CCOC3=O)CC2)c1 (stereo unspecified)	3	-2	27*	4	6	3	-11	-2	8
Nc1cc(=O)[nH]c(SCC(=O)Nc2cc(Cl)cc(Cl)c2)n1	-3	-1	-3	3	6	1	4	-5	16
CC(=O)c1sc(Nc2cccc(C)c2)nc1C	11	-7	4	3	-12	-1	-3	-5	0
CCOC(=O)C1C(=O)NC(N2CCCCC2)=NC1c1ccco1 (stereo unspecified)	-2	8	-21	6	19	2	4	2	2
C=CCn1c(Sc2nnc(C)s2)nc2c1c(=O)[nH]c(=O)n2C	2	0	-10	3	-2	1	11	-4	0
CS(=O)(=O)N(CC(=O)NCC1CCCO1)c1cccc(Cl)c1 (stereo unspecified)	12	2	2	-2	-1	1	6	-1	10
O=C(Cn1cnc2ccccc21)Nc1ccc2c(c1)OCCCO2	-17	9	17	-8	12	10	-13	3	1
Cc1ccc(-n2nc3c(=O)n(CC(=O)NCc4cccs4)nc(C)c3c2C)cc1	0	-4	-4	-7	4	0	2	-11	-1
COC(=O)/C(C(C)=O)=C(\C=C\N(C)C)N(C)C	-7	2	-13	5	3	0	3	1	0
CCOC(=O)C1CCN(C(=O)CCc2ccc(S(=O)(=O)NC(C)C)cc2)CC1	-4	3	4	4	6	0	-1	-9	-1
COc1ccc(C2=Nn3c(nnc3-c3ccccn3)SC2)cc1	2	1	7	15	4	-1	0	-2	4
O=C(CNC(=O)c1ccc([N+](=O)[O-])cc1)N/N=C\c1ccc(OC(=O)c2ccccc2)cc1	5	-1	-6	-2	-11	0	-2	-4	-1
Cc1cc(C)n2nc(SC(C)C(=O)Nc3ccc(Cl)cn3)nc2n1 (stereo unspecified)	-1	-2	-4	-5	5	2	6	-1	1
CC(=O)N1CC(C)Sc2ccc(S(=O)(=O)NCCc3ccccc3)cc21 (stereo unspecified)	-9	7	13	8	2	13	-9	4	44*
COc1ccc(OC)c(-n2c(C)cc(C=O)c2C)c1	-1	2	-7	6	4	1	6	-3	3
Cc1ccc(NC(=O)CSCC(=O)Nc2ccc(N3CCOCC3)cc2N2CCOCC2)cc1	-1	-3	-8	3	-3	1	8	-4	2
CNC(=O)/C(=C\C=C\c1ccccc1)NC(=O)c1ccc([N+](=O)[O-])cc1	0	6	-9	2	-5	11	9	1	6

# More entries:
SMILES	M5 PAM	CHRM5 agonist	CHRM1 antagonist	M4 antag	M5 antag	CHRM4 agonist	M1 PAM	CHRM1 agonist	TAAR1 ag
O=C(N/N=C/c1ccc2c(c1)OCO2)c1cc(-c2ccccc2)nc2ccccc12	-11	0	-4	-17	17	3	9	0	1
CC(C)C(=O)N1CCN(c2ccccc2NC(=S)NC(=O)c2cccs2)CC1	-12	-1	15	-12	2	8	-5	-3	11
Cc1ccc(S(=O)(=O)N(CC(=O)NCCSc2ccccn2)c2ccccc2F)cc1	-5	0	-1	-10	11	6	2	-4	7
Cc1nc2ncnn2c(C)c1Cc1cccc(F)c1	5	2	-11	-5	1	1	10	0	10
Cc1cc(C)n(-c2nnc3n2N=C(c2ccccc2)CS3)n1	2	0	-6	6	-2	0	10	-6	-1
O=C1c2ccccc2C(=O)C1c1ccc(Cl)cc1	6	-5	-6	0	-1	0	5	0	1
CC1(C)CC(=O)C=C(Nc2ccccc2N)C1	-2	-2	-3	-14	4	4	-2	-1	6
CC1CCCCN1C(=O)c1cc2nc(-c3ccccc3)cc(-c3ccccc3)n2n1 (stereo unspecified)	-14	-4	5	-5	6	6	0	-1	34
COc1cccc(CN(C)C(=O)c2cccc(S(=O)(=O)N3CCN(c4ccccc4)CC3)c2)c1	-9	4	3	-14	2	13	-6	-1	10
CCSc1nnc2n(-c3ccc(OC)cc3)c(=O)c3c4c(sc3n12)CCCC4	1	0	10	-2	-3	1	-2	-2	4
COc1ccc2c(CC(=O)OCC(=O)Nc3ccc4c(c3)OCO4)coc2c1	-7	-2	-10	0	2	4	6	-3	1
CCN(C(=O)COC(=O)c1ccc(Br)o1)C1CCCCC1	16	0	-10	-1	-7	1	8	-14	8
S=C(NCc1ccco1)NCC(c1ccco1)N1CCCCC1 (stereo unspecified)	-3	-10	0	-7	19	0	7	-6	2
Cc1ccc(Sc2ncnc3onc(C)c23)c(C)c1	5	-9	0	0	4	-1	2	-7	7

# Taken from above:
# `Cc1ccc(Sc2ncnc3onc(C)c23)c(C)c1` – CHRM1 antagonist: 0
# `COc1cccc(CN(C)C(=O)c2cccc(S(=O)(=O)N3CCN(c4ccccc4)CC3)c2)c1` – CHRM1 antagonist: 3

# Compound activity deposited in PubChem BioAssay by The Scripps Research Institute Molecular Screening Center.
